NR2E3 ag-1: activates human photoreceptor nuclear receptor NR2E3; Q9Y5X4; GST-NR2E3/biotin-RetCOR TR-FRET, 1536-well; inhibition of corepressor binding, % at 4.78 µM; 0.12% of 320,000 active; AID 2300;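 active means percent inhibition above the cutoff of mean plus 3 SD of all tested compounds, set per screening campaign, cut at about 20% in these data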;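 further: 0% = DMSO wells and 100% = biotin wells as full block of FRET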
Target sequence (Q9Y5X4 whole entry, looked up): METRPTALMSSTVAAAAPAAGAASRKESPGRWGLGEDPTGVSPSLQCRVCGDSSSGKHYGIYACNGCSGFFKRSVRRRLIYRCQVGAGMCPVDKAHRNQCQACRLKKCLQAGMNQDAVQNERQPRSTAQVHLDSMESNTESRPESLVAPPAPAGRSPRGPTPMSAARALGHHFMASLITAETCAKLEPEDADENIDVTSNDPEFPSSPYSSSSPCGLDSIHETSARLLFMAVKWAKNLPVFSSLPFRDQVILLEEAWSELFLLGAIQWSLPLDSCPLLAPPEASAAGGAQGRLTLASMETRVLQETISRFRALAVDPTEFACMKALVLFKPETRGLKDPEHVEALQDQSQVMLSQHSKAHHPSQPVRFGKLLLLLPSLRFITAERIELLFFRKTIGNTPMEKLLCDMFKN
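Test system: GST-NR2E3 and biotin-RetCOR proteins | Quantity: 1.35 nM GST-tagged NR2E3 final | Medium: Tris pH 7.5 | Also added: 7 nM biotin-RetCOR | Dosing: Compound at 4.8 µM, single dose | Timing: 5 h at 4 °C | Detection: Time-resolved FRET | Read-out basis: Percent inhibition | Benchmarks: Biotin wells as high control, 0.6% DMSO wells as low control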
C8 TRAIL sens: sensitizes caspase-8 expressing cells to TRAIL; inhibition (viability loss, TRAIL sensitization), % at 10 µM; NB7+C8 cells + TRAIL, ATPlite viability luminescence; 1% of 360,000 active; AID 624354;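 active means compounds causing at least 50% loss of cell viability in the single-dose screen, relative to plate controls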
NR2E3 ag-2: human photoreceptor-specific nuclear receptor agonism. Q9Y5X4. CHO-S Gal4-NCOR/VP16-NR2E3 two-hybrid, luciferase. inhibition of corepressor binding, % at 3.98 µM. 0.35% of 360,000 active. AID 602229;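 active means inhibition above the mean of all tested compounds plus 3 SD, cut at about 70% in these data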;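 further: 0% = DMSO with NR2E3 transfected cells and 100% = cells lacking NR2E3 construct; higher means lower luciferase signal from less NR2E3 corepressor binding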
CF NFkB inh: blocks PAF-induced NF-kB reporter in cystic fibrosis cells; KKLEB NF-kB-GFP reporter, GFP fluorescence overnight; AID 588850; 0.86% of 360,000 active; inhibition, % at 5 µM;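 active means at least 50% inhibition at 5 µM, scaled per plate between neutral and stimulator controls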;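 further: PAF is a Pseudomonas aeruginosa culture filtrate used as stimulus; plate controls were PAF-stimulated DMSO wells for no effect and unstimulated DMSO wells for full effect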
KKLEB cytotox: counter-screen for CF NF-kB inhibitors: cytotoxicity | KKLEB CF airway cells viability, ATPlite luminescence, overnight; active compounds read low; cells stimulated with P. aeruginosa culture filtrate | activity change (cytotoxicity), % at 5 µM | 0.36% of 360,000 active | AID 602141;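 active means corrected activity change at or below -50% at 5 µM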
Shn3 inh set2: inhibitors of Schnurri-3 3'UTR reporter in osteoblasts. Clone20 osteoblast Shn3 3'UTR firefly luciferase, 24 h. inhibition, % at 12.5 µM. 0.52% of 360,000 active. AID 588674;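 active means mean inhibition of at least 75% with every replicate also reaching 75%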;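 further: 0% = median of neutral control wells and 100% = pilot-screen positive control compound; some compounds past the cut are filed as inactive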
hiPSC survival: enhancers of human iPSC single-cell survival | hiPSC single-cell survival, ATPlite luminescence; 100% = ROCK inhibitor wells, 0% = DMSO | survival enhancement, % at 20 µM | 0.044% of 360,000 active; in the data active means survival enhancement above about 18%;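 further: cells exposed to compounds for 16 hours before the ATP read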
TRPM1 prom inh: inhibitors of MITF-driven TRPM1 promoter in melanoma cells; 0.83% of 330,000 active; AID 488899; inhibition, % at 12.5 µM; SK-MEL-5 TRPM1 promoter luciferase, 24 h;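 active means mean inhibition across replicates of 60% or more, whatever share of single replicates reaches that level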; further: values of inactives mirror those of a sister screen read the other way
LMP1 NFkB inh: inhibitors of Epstein-Barr LMP1-induced NF-kappaB reporter. LMP1-induced NF-kappaB luciferase reporter cells, luminescence. 0.69% of 350,000 active. inhibition, % at 12.5 µM; in the data active means inhibition above about 41%;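 further: 0% = neutral control wells and 100% = reference inhibitor control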
HIF-2a block: inhibitors of HIF-2a. 786-0 RCC cells HIF-2a reporter, luciferase luminescence, overnight. inhibition, % at 18.8 µM. 0.72% of 360,000 active;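 active means inhibition of the luminescence signal of 40% or more relative to plate controls, in a single-dose primary screen at 18.75 µM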
Peg3 promoter: inhibitors of Peg3 promoter; inhibition, % at 20 µM; HeLa PEG-Prom luciferase reporter, luminescence, overnight; 1.7% of 360,000 active;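 active means inhibition of at least 50% at 20 µM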
Active calls of the source: *.

For CC1CC1C(=O)OCC(=O)NC(=O)NC12CC3CC(CC(C3)C1)C2 (configuration not stated) the results were NR2E3 ag-1 -2, C8 TRAIL sens -2, NR2E3 ag-2 -30, CF NFkB inh -5, KKLEB cytotox 12, Shn3 inh set2 -37, hiPSC survival 0.4, TRPM1 prom inh -74, LMP1 NFkB inh -54, HIF-2a block -126 and Peg3 promoter -193.
Cc1cccc([C@@H]2[C@@H]3C(=O)N(Cc4ccccc4)C(=O)[C@@H]3[C@]3(Cc4ccccc4)C(=O)N(c4cccc(Cl)c4)C(=O)N23)c1 was read as NR2E3 ag-1 5, C8 TRAIL sens 7, NR2E3 ag-2 4, CF NFkB inh 20, KKLEB cytotox -11, Shn3 inh set2 18, hiPSC survival 1.7, TRPM1 prom inh 7, LMP1 NFkB inh -1, HIF-2a block 8 and Peg3 promoter 11.
`CC(=O)Nc1c2c(nn1-c1ccc(C)cc1C)CSC2` gave NR2E3 ag-1 3, C8 TRAIL sens -21, NR2E3 ag-2 23, CF NFkB inh -11, KKLEB cytotox -4, Shn3 inh set2 20, hiPSC survival -1.2, TRPM1 prom inh -4, LMP1 NFkB inh -6, HIF-2a block -6 and Peg3 promoter 10.
Nc1nc(C(F)(F)F)cc(=O)n1N was read as NR2E3 ag-1 1, C8 TRAIL sens -5, NR2E3 ag-2 -11, CF NFkB inh 2, KKLEB cytotox -10, Shn3 inh set2 4, hiPSC survival 0.6, TRPM1 prom inh 2, LMP1 NFkB inh 0, HIF-2a block 13 and Peg3 promoter -2.
`COC(=O)c1ccc2c(=O)n(CC3CCCO3)c(=S)[nH]c2c1` (configuration not stated) gave NR2E3 ag-1 2, C8 TRAIL sens -9, NR2E3 ag-2 -20, CF NFkB inh -18, KKLEB cytotox 6, Shn3 inh set2 24, hiPSC survival 0.6, TRPM1 prom inh 12, LMP1 NFkB inh 2, HIF-2a block -9 and Peg3 promoter -15.
COc1cc2c(cc1[N+](=O)[O-])-c1ccc([N+](=O)[O-])cc1C2 was read as C8 TRAIL sens 43, NR2E3 ag-2 -50, CF NFkB inh -151, KKLEB cytotox -16, Shn3 inh set2 -50, hiPSC survival -1.7, HIF-2a block -69 and Peg3 promoter -35.
Screening COc1ccccc1CNC(=O)c1ccccc1OC returned NR2E3 ag-1 1, C8 TRAIL sens -3, NR2E3 ag-2 -16, CF NFkB inh 2, KKLEB cytotox 6, Shn3 inh set2 -67, hiPSC survival -0.7, TRPM1 prom inh -11, LMP1 NFkB inh 8, HIF-2a block -38 and Peg3 promoter 3.
Cc1c(NC(=O)c2ccc(NS(=O)(=O)c3ccc(F)c(F)c3)cc2)c(=O)n(-c2ccccc2)n1C was read as C8 TRAIL sens -16, NR2E3 ag-2 13, CF NFkB inh 3, KKLEB cytotox 2, Shn3 inh set2 -2, hiPSC survival -0.5, TRPM1 prom inh -6, LMP1 NFkB inh 0, HIF-2a block 13 and Peg3 promoter -1.
Screening O=C(Cn1cnc2c(NC(=O)OCc3ccccc3)ncnc21)NCc1ccccn1 returned NR2E3 ag-1 4, C8 TRAIL sens 11, NR2E3 ag-2 -37, CF NFkB inh -3, KKLEB cytotox 4, Shn3 inh set2 -11, hiPSC survival -0.8, TRPM1 prom inh -2, LMP1 NFkB inh 2, HIF-2a block 0 and Peg3 promoter -10.
`CN1CCCN(c2cc(-c3ccc4ccccc4c3)nc3ccnn23)CC1` gave C8 TRAIL sens 13, NR2E3 ag-2 -14, CF NFkB inh 6, KKLEB cytotox -4, Shn3 inh set2 -6, hiPSC survival -1.1, HIF-2a block -21 and Peg3 promoter -23.
For COc1cc(C(c2sc3nc(C)nn3c2O)N2CCN(c3ccccc3)CC2)cc(OC)c1OC (configuration not stated) the results were NR2E3 ag-1 3, C8 TRAIL sens -5, NR2E3 ag-2 -21, CF NFkB inh 11, KKLEB cytotox 2, Shn3 inh set2 -29, hiPSC survival 2.0, LMP1 NFkB inh -8, HIF-2a block 6 and Peg3 promoter -1.
O=C1Nc2ccccc2N(O)N1c1cc(-c2ccccc2)[nH]n1 was read as NR2E3 ag-1 1, C8 TRAIL sens 3, NR2E3 ag-2 -24, CF NFkB inh -13, KKLEB cytotox 9, Shn3 inh set2 -19, hiPSC survival -0.1, TRPM1 prom inh 10, LMP1 NFkB inh 4, HIF-2a block 5 and Peg3 promoter 16.
Cc1ccc(C(=O)NNC(=O)CCC(=O)Nc2cccc(Cl)c2C)cc1 was read as NR2E3 ag-1 -3, C8 TRAIL sens -15, NR2E3 ag-2 -18, CF NFkB inh -13, KKLEB cytotox 1, Shn3 inh set2 -5, hiPSC survival 0.5, TRPM1 prom inh 17, LMP1 NFkB inh -7, HIF-2a block -5 and Peg3 promoter -12.
Screening COc1ccc(CNCCS(=O)(=O)NC2CCCC2)cc1 returned C8 TRAIL sens -20, NR2E3 ag-2 -37, CF NFkB inh -3, KKLEB cytotox -1, Shn3 inh set2 -2, hiPSC survival 1.8, TRPM1 prom inh -11, LMP1 NFkB inh 5, HIF-2a block 5 and Peg3 promoter -4.
For COCc1ccc(C(=O)N2CCCC(CCC(=O)NCc3ccccc3F)C2)o1 (configuration not stated) the results were NR2E3 ag-1 4, C8 TRAIL sens 14, NR2E3 ag-2 -14, CF NFkB inh 12, KKLEB cytotox -9, Shn3 inh set2 -19, hiPSC survival -0.1, TRPM1 prom inh 0, LMP1 NFkB inh -25, HIF-2a block -23 and Peg3 promoter -23.
CCCCCC(=O)NNC1CC(=O)N(c2ccccc2)C1=O (configuration not stated) was read as NR2E3 ag-1 6, C8 TRAIL sens 10, NR2E3 ag-2 16, CF NFkB inh 2, KKLEB cytotox -5, hiPSC survival -0.1, HIF-2a block 9 and Peg3 promoter 16.
Screening O=C(c1ccc(NS(=O)(=O)/C=C/c2ccccc2)cc1)N1CCCCC1 returned NR2E3 ag-1 -1, C8 TRAIL sens 18, NR2E3 ag-2 13, CF NFkB inh 56*, KKLEB cytotox -69*, Shn3 inh set2 2, hiPSC survival 0.7, TRPM1 prom inh 12, LMP1 NFkB inh 7, HIF-2a block 21 and Peg3 promoter 13.
For Cn1nnc(C(O)CNCc2ccc(Cl)cc2)n1 (configuration not stated) the results were NR2E3 ag-1 -2, C8 TRAIL sens 15, NR2E3 ag-2 26, CF NFkB inh -1, KKLEB cytotox -5, Shn3 inh set2 -15, hiPSC survival 0.1, TRPM1 prom inh 0, LMP1 NFkB inh -3, HIF-2a block 11 and Peg3 promoter 7.
CN(Cc1ccccc1)c1ccc2nnc(-c3ccccc3)n2n1 was read as NR2E3 ag-1 -1, C8 TRAIL sens 39, NR2E3 ag-2 -13, CF NFkB inh 34, KKLEB cytotox 2, Shn3 inh set2 -4, hiPSC survival -0.1, TRPM1 prom inh 9, LMP1 NFkB inh 17, HIF-2a block 26 and Peg3 promoter 11.
`O=C(c1ccco1)N(CCC(c1ccccc1)c1ccco1)Cc1ccco1` (configuration not stated) gave NR2E3 ag-1 2, C8 TRAIL sens 2, NR2E3 ag-2 -1, CF NFkB inh 1, KKLEB cytotox -6, Shn3 inh set2 19, hiPSC survival -0.1, TRPM1 prom inh -16, LMP1 NFkB inh 2, HIF-2a block 4 and Peg3 promoter 3.

Taken from the entries so far for reference:
O=C1Nc2ccccc2N(O)N1c1cc(-c2ccccc2)[nH]n1 was read as NR2E3 ag-1 1, C8 TRAIL sens 3, NR2E3 ag-2 -24, CF NFkB inh -13, KKLEB cytotox 9, Shn3 inh set2 -19, hiPSC survival -0.1, TRPM1 prom inh 10, LMP1 NFkB inh 4, HIF-2a block 5 and Peg3 promoter 16.
Cc1ccc(C(=O)NNC(=O)CCC(=O)Nc2cccc(Cl)c2C)cc1 was read as NR2E3 ag-1 -3, C8 TRAIL sens -15, NR2E3 ag-2 -18, CF NFkB inh -13, KKLEB cytotox 1, Shn3 inh set2 -5, hiPSC survival 0.5, TRPM1 prom inh 17, LMP1 NFkB inh -7, HIF-2a block -5 and Peg3 promoter -12.

Next part
Screening Cc1cc(C)c(S(=O)(=O)Cc2ccccc2)c(Cl)n1 returned NR2E3 ag-1 1, C8 TRAIL sens -10, NR2E3 ag-2 -28, CF NFkB inh -10, KKLEB cytotox 8, Shn3 inh set2 -8, hiPSC survival -0.1, TRPM1 prom inh -2, LMP1 NFkB inh -5, HIF-2a block 5 and Peg3 promoter 0.
CCOc1ccc(N(CC(=O)NCc2ccccc2C)S(C)(=O)=O)cc1 was read as NR2E3 ag-1 4, C8 TRAIL sens -2, NR2E3 ag-2 -71, CF NFkB inh 18, KKLEB cytotox -9, Shn3 inh set2 -34, hiPSC survival -0.8, TRPM1 prom inh -42, LMP1 NFkB inh -13, HIF-2a block -219 and Peg3 promoter -137.
Screening O=S(=O)(O)c1ccc2c(c1)C(C(Cl)(Cl)Cl)OC(C(Cl)(Cl)Cl)O2 (configuration not stated) returned C8 TRAIL sens 14, NR2E3 ag-2 -12, CF NFkB inh 8, KKLEB cytotox 26, Shn3 inh set2 -3, hiPSC survival -2.3, TRPM1 prom inh 15, LMP1 NFkB inh -2, HIF-2a block 1 and Peg3 promoter -6.
`O=C(Nc1ccc([N+](=O)[O-])cc1)C(c1ccccc1)c1ccccc1` gave C8 TRAIL sens -6, NR2E3 ag-2 -10, CF NFkB inh 2, KKLEB cytotox 3, Shn3 inh set2 10, hiPSC survival 0.5, LMP1 NFkB inh 1, HIF-2a block -4 and Peg3 promoter 52*.
O=c1[nH][nH]cc1C=NCc1cccc(C(F)(F)F)c1 was read as NR2E3 ag-1 -2, C8 TRAIL sens -9, NR2E3 ag-2 -6, CF NFkB inh -7, KKLEB cytotox -2, Shn3 inh set2 6, hiPSC survival -2.6, TRPM1 prom inh 1, LMP1 NFkB inh 2, HIF-2a block 13 and Peg3 promoter 18.
`O=C(Nc1ccc(Cl)cc1)N1CCCC(Cn2cccc2)C1` (configuration not stated) gave NR2E3 ag-1 2, C8 TRAIL sens 22, NR2E3 ag-2 -18, CF NFkB inh -21, KKLEB cytotox 20, Shn3 inh set2 -19, hiPSC survival -0.8, TRPM1 prom inh 4, LMP1 NFkB inh -1, HIF-2a block -85 and Peg3 promoter -30.
`CC(=O)NS(=O)(=O)c1ccc(NC(=O)c2cc3c(=O)n4ccccc4nc3s2)cc1` gave NR2E3 ag-1 -1, C8 TRAIL sens -5, NR2E3 ag-2 -21, CF NFkB inh 9, KKLEB cytotox 15, Shn3 inh set2 0, hiPSC survival -0.6, TRPM1 prom inh 13, LMP1 NFkB inh 2, HIF-2a block 10 and Peg3 promoter 9.
CN(CC(=O)Nc1c(Cl)cccc1Cl)C(=O)CNC(=O)c1ccco1 was read as NR2E3 ag-1 -1, C8 TRAIL sens -3, NR2E3 ag-2 20, CF NFkB inh 4, KKLEB cytotox 4, Shn3 inh set2 -5, hiPSC survival 0.1, TRPM1 prom inh -4, LMP1 NFkB inh 0, HIF-2a block 3 and Peg3 promoter -3.
COc1cc(NC(=O)CSc2nccc(C)n2)c(C)cc1[N+](=O)[O-] was read as NR2E3 ag-1 -5, C8 TRAIL sens -5, NR2E3 ag-2 -2, CF NFkB inh -16, KKLEB cytotox -4, Shn3 inh set2 11, hiPSC survival 0.3, TRPM1 prom inh -23, LMP1 NFkB inh -4, HIF-2a block -28 and Peg3 promoter -23.

A portion of the library (hit frequency here may not be typical).
